Compound activity (PubChem BioAssay)
Growth percent in the NCI-60 one-dose screen (48 h, 10 µM unless noted): 100 = growth as untreated, 0 = no growth, -100 = all killed.
SNB-19: SNB-19 CNS cancer cells | actives 2.5% (n = 81,000) | AID 1794751
SF-295: SF-295 CNS cancer cells. actives 5.6% (n = 79,000). AID 1794758
SW-620: SW-620 colon cancer | actives 5.2% (n = 82,000)
HCT-15: HCT-15 colon cancer; actives 5.2% (n = 82,000); AID 1794746
KM12: KM12 colon cancer cells. actives 5% (n = 82,000). AID 1794800
SF-539: SF-539 CNS cancer; actives 6.8% (n = 81,000)
HCC-2998: HCC-2998 colon cancer | actives 4.7% (n = 79,000) | AID 1794799
HCT-116: HCT-116 colon cancer; actives 7.3% (n = 82,000); AID 1794798
SNB-75: SNB-75 CNS cancer | actives 5% (n = 79,000) | AID 1794750
Numbers without * were called inactive; x = not tested or not shown; & = joins results of further samples. Rule for the calls: active = growth percent below 10; inactive = the rest. This is a random part of the collection; any-hit rate near 11%.

SMILES	SNB-19	SF-295	SW-620	HCT-15	KM12	SF-539	HCC-2998	HCT-116	SNB-75
CN(C)CCCc1ccc(Nc2cnn(C)c(=O)c2Cl)cc1	103	89	109	97	111	94	118	95	74
FC(F)(F)c1ccc(-c2nc(CSc3nc4ccccc4s3)no2)cc1	117	91	108	108	86	103	101	94	94
COc1cc2c(c(OC)c1OC)C1c3ccccc3NC(=O)N1CC2 (stereo not given)	104	93	94	92	98	93	101	91	71
O=S(=O)(Nc1ccc(Cl)nn1)c1ccc(NC2=NC3C=CC=CC3S2)cc1 (stereo not given)	94	101	99	104	102	101	103	94	68
O=C(Nc1sc2c(c1C(=O)NCc1cccs1)CCCC2)c1ccccc1	90	96	104	94	93	79	109	84	62
COc1cc2nc(N3CCC[C@H](NC(=O)C4COc5ccccc5O4)C3)nc(N)c2cc1OC (stereo not given in full)	104&102	93	106&102	101&109	101&103	106&103	106&100	100&99	85&92
CS(=O)(=O)N1CCN(c2nc(-c3ccccc3)nc3nc(-c4ccccc4)oc23)CC1	101	113	112	116	116	105	107	104	102
Cc1ccc(-c2csc3nc(C)c(CCCl)c(=O)n23)cc1	100	104	99	98	103	108	109	89	75
COCCOC(=O)c1ccc2nc([C@@H](C)[C@H]3CC[C@H]4[C@@H]5CCC6=CC(=O)CC[C@]6(C)[C@H]5CC[C@]34C)[nH]c2c1	91	57	100	60	78	53	100	52	57
Cn1c2c(c3ccccc31)CCCC2	111&111	95&111	106&108	101&115	99&104	99&107	107&115	102&106	93&95
CC[N+](C)(C)Cc1ccccc1Br	101	x	x	105	102	106	101	105	91
Cc1c(Nc2nnc(SCC(=O)Nc3sc4c(c3C#N)CCCC4)s2)c(=O)n(-c2ccccc2)n1C	100	107	103	103	98	102	115	102	127
Cn1cc(-c2nc(-c3c[nH]c4ncccc34)cs2)c2cccnc21	82	71	60	44	52	69	76	42	47
CCC(C#N)N(Cc1ccc(CN(C(=O)c2ccccc2)C(C#N)CC)cc1)C(=O)c1ccccc1 (stereo not given)	90	87	86	86	83	93	90	72	96
C=CCOC(CN(CC)CC)CN(CC)CC	106	115	101	107	111	103	102	101	73
O=C1OC(C(O)CO)C(O)=C1O (stereo not given)	103	95	108	103	104	113	x	100	92
CCSC(=N)N=Nc1ccc(O)cc1	104	88	81	96	86	94	x	97	87
CN=C(NC)c1ccc(NC(=O)c2ccc(C(=O)Nc3ccc(C(=NC)NC)cc3)cc2)cc1	x	116	101	110	124	99	128	111	95
O=C(CCCOc1ccc(Cl)cc1Cl)Nc1ncc(Cc2cccc(Cl)c2Cl)s1	93	99	94	98	104	98	101	93	103
COc1ccc(-c2ncnc3c2ncn3C/C=C/Cn2cnc3c(-c4ccc(OC)cc4)ncnc32)cc1	96	118	100	100	110	93	109	97	101
NS(=O)(=O)c1ccc(Nc2nc(N/N=C/c3ccc(-n4ccnc4)cc3)nc(Nc3ccccc3)n2)cc1	87	109	113	113	106	107	114	98	112
Cc1ccc(C(=O)c2ccc(Cl)cc2)cc1	84	104	102	102	103	105	x	110	92
CC12CCc3c(ccc4cc(O)ccc34)C1CCC2=O (stereo not given)	102	84	101	89	90	94	106	99	x
Nc1ccccc1CO	110	95	96	97	103	98	103	95	85
CCCCCCCCCCCCCCCCC(Oc1ccc(Cl)cc1Cl)C(=O)O (stereo not given)	102	98	105	97	106	97	104	109	96
CCCCCCCCNC(=O)c1ccc(Cn2c(CCCC)nc3c(N)nc4ccccc4c32)cc1	15	-81*	-40*	-56*	42	-87*	15	-84*	x
COC(=O)C(CCSc1ccccc1)C(=O)OC	95	100	97	103	100	99	138	104	90
CN(C)C1(C)C=CC2CC1C2(C)C (stereo not given)	98	98	103	98	98	100	96	94	96
Cc1ccc(S(=O)(=O)N2CCCCC2)cc1	106	102	111	109	102	105	106	114	94
CCOC(=O)CCCCCCCCC(=O)Nc1ccc(-n2[nH]c(=O)cc2C)cc1	94	97	101	98	99	95	105	102	84
NC(Cc1ccc(Cl)cc1)C(=O)O (stereo not given)	104	112	103	104	106	107	104	105	96
COc1cc2c(cc1OC)C1=NN(C(=O)Nc3ccc(Br)cc3)C(c3ccncc3)C1C2 (stereo not given)	103	100	108	97	103	101	107	99	96
COc1ccc2cc(Br)ccc2c1	107	110	108	108	103	104	115	102	97
O=C1c2c(c3c4ccc(Br)cc4oc3c3[nH]c4ccccc4c23)C(=O)N1O	30	34	37	19	17	7.3*	67	18	4.2*
O=C(O)c1cn(C2CC2)c2cc(N3CCN(Cc4nc5c(cnn5-c5ccc(Cl)cc5)c(=O)[nH]4)CC3)c(F)cc2c1=O	99	92	103	99	111	97	103	100	x
CN1C(CC(=O)c2ccccc2)CCCC1CC(O)c1ccccc1 (stereo not given)	107	95	106	108	112	111	105	99	90
COc1ccc(-c2nnc(CNc3ccc(F)cc3)o2)cc1	95	97	100	110	97	102	109	67	83
CC(=O)c1sc(Nc2ccccc2)c(C(C)=O)c1C	92	84	97	91	90	79	94	73	86
Cc1ccc2nc(Cl)c(-c3nc4ccccc4[nH]3)cc2c1	88	103	100	106	102	104	108	96	71
Cc1nc(-c2ccccc2O)ccc1C(=O)N=Nc1c(O)[nH]c2ccc(F)cc12	104	102	101	100	105	97	108	98	103
O=S(=O)(c1ccccc1)n1cc2c(c1)-c1nc(Nc3ccccn3)sc1CC2	80	72	87	60	55	85	86	55	74
O=C1/C(=C\c2ccc(Cl)cc2)SC(=S)N1Cc1nc2ccccc2[nH]1	102	93	x	107	95	93	x	94	86
COc1ccc(NC(=O)C(O)c2ccccc2)cc1 (stereo not given)	101	102	102	104	104	105	107	100	90
Clc1ccc(Nc2ncc(Cc3cccc(Cl)c3Cl)s2)cc1	98	100	101	92	101	95	101	93	116
OCC(F)(F)C(F)(F)C(F)(F)CO	102	108	95	92	109	100	110	105	86
Nc1cc(N)n(C2=NCCN2)n1	99	110	103	97	106	95	111	114	98
CCN(CC)CCOc1ccc(C(=C(C)c2ccccc2)c2ccc(OCCN(CC)CC)cc2)cc1	9.1*	-64*	-4.8*	-31*	0.8*	-98*	-5.3*	6.7*	6.5*
C=C1CC2(OC1=O)C(=O)N(CCCCCCCN1C(=O)C3(CC(=C)C(=O)O3)c3ccccc31)c1ccccc12 (stereo not given)	68	83	-50*	-20*	74	17	82	-22*	x
CC(C)NNC(=O)c1ccccc1	97	98	108	100	106	102	x	105	99
O=C(COc1cccc(/C=C2\Cc3ccc(Cl)cc3C2=O)c1)Nc1nccs1	86	119	110	92	77	80	x	64	77
O=S(=O)(NCCNc1nccc(-c2c(-c3ccc(O)cc3)nc3sccn23)n1)c1ccc(O)cc1	106	x	126	105	90	105	x	101	x
CC(=O)OC1OC(COC(c2ccccc2)(c2ccccc2)c2ccccc2)C(OC(C)=O)C(OC(C)=O)C1OC(C)=O (stereo not given)	88	x	93	75	92	107	91	74	87
COc1ccc(-c2c(C#N)c(N)nn2-c2ncc(C#N)c(N)n2)cc1	100	103	107	93	79	109	108	94	87
C=CCCCCCCCCC(=O)[O][Sn]([CH2]CCC)([CH2]CCC)[CH2]CCC	-79*	-85*	-82*	-73*	-93*	-84*	-98*	-96*	-98*
COc1cc2c(cc1OC)C(Cc1cc(OC)c(OC)cc1[N+](=O)[O-])=NCC2	94	43	82	96	88	81	89	62	88
COc1ccc(CNC2CCCCC2)cc1OC	x	103	100	106	112	100	111	101	99
O=c1[nH]c2ccccc2cc1-c1nnc(-c2ccc(Cl)cc2)o1	104	100	109	100	100	98	105	87	70
O=[N+]([O-])c1ccc(-c2noc(-c3cccs3)n2)cc1	x	73	90	84	88	81	100	47	83
Cc1nc(NCc2ccccc2)c2cc[nH]c2n1	98	98	109	101	110	97	91	101	109
c1ccc2scnc2c1	109	101	96	110	100	94	102	110	x
(next part)
SMILES	SNB-19	SF-295	SW-620	HCT-15	KM12	SF-539	HCC-2998	HCT-116	SNB-75
O=C(NCCCNC(=O)OCc1ccc2c(Cl)cc(Cl)c(O)c2n1)OCc1ccc2c(Cl)cc(Cl)c(O)c2n1	35	33	32	24	38	39	69	32	74
CC(=O)OC(C)CC(C)(C)OC(C)=O (stereo not given)	99	x	114	95	106	97	99	98	84
Oc1[nH]c2ccc(Cl)cc2c1/C=c1/ccc2c(c1)N=C(c1cccs1)N=2	62	41	86	55	58	81	89	53	6.3*
O=C(CN1CCN(CC(=O)c2ccccc2)CC1)c1ccccc1	94	114	129	113	x	100	108	99	110
O=C(CSc1n[nH]c(-c2ccncc2)n1)Nc1ccc(Cl)cc1	88	89	88	68	88	104	103	62	93
CC(C)CCC[C@@H](C)[C@H]1CC[C@H]2[C@@H]3CC=C4c5sc(Nc6cc(C(F)(F)F)cc(C(F)(F)F)c6)nc5CC[C@]4(C)[C@H]3CC[C@]12C	99	104	100	101	102	98	101	99	96
COc1ccc(-c2cc(-c3cccnc3)nc3sc4c(=O)[nH]c(-c5ccccc5)nc4c23)cc1OC	x	111	93	99	98	83	111	94	71
NCCCCCCN(CCO)CCO	111	95	101	104	109	100	95	87	92
COc1ccccc1C(c1ccccc1)C(c1ccccc1)(c1ccccc1)c1ccccc1 (stereo not given)	83	103	98	104	94	107	102	90	95
C/C(=N/Nc1ccc([N+](=O)[O-])cc1[N+](=O)[O-])C(C)(C)C	107	87	100	88	94	100	112	97	73
Cc1cccc[n+]1[O-]	110	111	100	101	108	98	103	95	95
C/C(=N\OC(=O)Nc1cccc(Cl)c1)c1ccccc1	106	x	95	94	109	104	116	103	80
O=C(Nc1ccc(OCc2ccccn2)c(Cl)c1)c1cccnc1	100	95	112	98	101	102	108	105	105
Cn1ccnc1C(=O)/C=C/c1ccc(C(=O)Nc2ccc(NC(=O)CCNC(=O)c3csc(Br)n3)cc2)cc1	61	81	14	29	33	7.5*	106	21	71
CC(=O)Nc1cccc(C[P+](c2ccccc2)(c2ccccc2)c2ccccc2)c1	87	105	96	99	91	86	84	93	79
O=C(O)C1CCCN1C(=O)c1cccc(Cl)c1 (stereo not given)	111	97	113	100	104	106	104	104	83
O=C(NC1CCCC1)c1ccc(C(=O)NC2CCCC2)cc1	114	99	115	92	111	87	116	114	87
COc1nc(N)c(CNc2ccccc2)c(=O)n1C	94	91	105	97	110	90	98	97	89
Cc1nc(NCCCOC(C)C)c2cnn(-c3ccccc3)c2n1	103	106	100	101	104	103	110	102	99
CCN(CC)CC(C)(C)C(=O)/C=C/c1ccc(Cl)c(Cl)c1	-30*	48	-39*	-34*	-4.5*	-50*	-65*	-61*	30
CCCCn1c(=O)c2c(nc(NCCc3ccc(OC)c(OC)c3)n2C)n(C)c1=O	106	100	102	104	106	103	105	99	98
Cc1nc(N)sc1C	113	x	120	110	105	108	108	106	96
O=C(O)CCc1nc2c(=O)[nH]c(SCC(=O)O)nc2[nH]c1=O	102	95	101	98	104	94	111	100	98
Cc1c(C(=O)C(SC(=S)N2CCN(c3ccccc3)CC2)SC(=S)N2CCN(c3ccccc3)CC2)nnn1-c1ccc([N+](=O)[O-])cc1	95	100	104	105	102	100	112	100	115
C[C@]12CC[C@@H]3c4ccc(OCCCO)c([N+](=O)[O-])c4CC[C@H]3[C@@H]1CCC2=O	95	89	99	86	110	89	104	94	112
CC(C)c1nc(SCC(=O)c2ccc(Br)cc2)nc(Nc2ccc(S(N)(=O)=O)cc2)c1C#N	98	99	111	93	100	87	111	93	104
Cc1ccc(S(=O)(=O)NCN2C(=O)c3ccccc3C2=O)cc1	111	100	108	99	110	112	99	98	97
CC(=O)OC(CCc1ccccc1)c1ccc(Cl)cc1 (stereo not given)	99	103	107	104	102	103	103	99	88
COc1ccc2c(c1)[C@@]1(C(=O)N2)C(C#N)=C(c2ccc(Cl)cc2)Nc2c1c(-c1ccccc1)nn2-c1ccccc1	56	50	80	54	52	74	80	55	81
COc1ccc(/C=C2\COc3ccc(O)cc3C2=O)cc1	97	108	85	77	58	102	103	78	97
N#Cc1c(-c2ccco2)nc(NCCO)[nH]c1=O	101	99	107	102	105	98	110	97	92
